Screening results as filed in PubChem.
M1 PAM: positive allosteric modulators of human M1 muscarinic receptor. P11229. CHO-K1 hM1, Fluo-8 calcium fluorescence, ACh EC20; 0% = ACh EC20, 100% = maximal ACh. activation, % at 3 µM. 360,000 compounds, 0.088% hits; in the data active = activation above about 19%, passing the limit was not always enough
M1 antag: human CHRM1 antagonism; inhibition, % at 3 µM; CHO-K1 hM1, Fluo-8 calcium fluorescence, ACh EC80 antagonist; P11229; 360,000 compounds, 1.3% hits;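 active = percent inhibition above its own plate's cutoff, namely the mean of that plate's compound wells plus 3 SD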;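 also: peak over basal fluorescence ratio during 140 s after agonist addition; 0% = ACh EC80 plus DMSO and 100% = DMSO alone without agonist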
M1 ag: agonists of human M1 muscarinic receptor | P11229 | CHO-K1 hM1, Fluo-8 calcium fluorescence, agonist mode; 0% DMSO, 100% acetylcholine EC100 | activation, % at 3 µM | 360,000 compounds, 0.33% hits | AID 588814;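 active = activation above the run's mean compound activation plus 3 SD, cut at about 16% in these data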;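 also: peak over basal fluorescence ratio within a 140 s kinetic read after compound addition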
TAAR1 ag: agonists of human TAAR1 | activation, % at 3 µM | 360,000 compounds, 0.99% hits | AID 624467 | CHO RD-HGA16 TAAR1, Fluo-8 calcium fluorescence; vehicle wells 0%, saturating PEA agonist 100%;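 active = activation above the mean activation of all test compounds in the run plus 3 SD, cut at about 38% in these data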
Target sequence (Q96RJ0 whole entry, looked up): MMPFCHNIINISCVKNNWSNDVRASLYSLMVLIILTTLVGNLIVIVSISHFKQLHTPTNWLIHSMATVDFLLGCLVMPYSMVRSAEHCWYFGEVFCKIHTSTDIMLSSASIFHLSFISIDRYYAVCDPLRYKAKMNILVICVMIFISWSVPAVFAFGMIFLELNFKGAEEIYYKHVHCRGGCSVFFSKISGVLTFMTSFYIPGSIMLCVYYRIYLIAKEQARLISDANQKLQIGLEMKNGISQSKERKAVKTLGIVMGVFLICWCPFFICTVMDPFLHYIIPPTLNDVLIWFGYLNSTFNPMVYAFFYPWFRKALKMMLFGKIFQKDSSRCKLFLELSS
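Assay system – CHO-derived RD-HGA16 cells with stable Gα16 and human TAAR1 · Compound dosing – one-point dosing at 3 µM (nominal) · Incubation – 17-24 h seeding, 75 min 37 °C dye, 30 min RT · Measured by – kinetic Fluo-8 calcium fluorescence · Control set – DMSO vehicle as 0%, PEA at EC100 as 100% · Repeats – single well for each compound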
TAAR1 antag: antagonists of human TAAR1; CHO RD-HGA16 TAAR1, Fluo-8 calcium fluorescence, antagonist; inhibition, % at 3 µM; AID 624466; Q96RJ0; 360,000 compounds, 1.5% hits;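 active = inhibition above a per-plate cutoff, the mean inhibition of test compounds on that plate plus 3 SD, cut at about 49% in these data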;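 also: 0% = DMSO plus EC80 beta-PEA response and 100% = DMSO alone without agonist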
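Assay system: RD-HGA16 CHO cells with stable hTAAR1 and Gα16 / Reagent: EC80 β-phenethylamine stimulus / Doses: 3 µM, single point / Timing: dye loading 75 min at 37 °C, then 30 min room temperature / Measured by: Fluo-8 intracellular calcium dye fluorescence, real-time kinetic reads / Controls: vehicle wells and EC80 agonist wells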
OXTR ag: agonists of human oxytocin receptor | CHO-OTR cells, Fluo-8 calcium fluorescence; normalized: DMSO 0%, oxytocin 100% | activation, % at 3 µM | P30559 | 320,000 compounds, 0.32% hits;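 active = activation above the mean of all tested compounds plus 3 SD, cutoff set per screening run, cut at about 20% in these data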;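 also: peak over basal fluorescence ratio from a 100 s FLIPR kinetic read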
CHO parental Ca: counter-screen for OX1R antagonists: effect in parental CHO cells | parental CHO-K1, ATP-induced calcium, Fluo-8 fluorescence | inhibition, % at 5.6 µM | 330,000 compounds, 0.63% hits;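 active = inhibition above that plate's mean sample inhibition plus 3 SD, cut at about 26% in these data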;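 also: 0% = ATP-challenged DMSO wells and 100% = DMSO wells without ATP; some compounds past the cut are filed as inactive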
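material = parental CHO cells | also added = ATP as calcium-mobilizing challenge | dosing = single point at 5.6 µM | detection = intracellular calcium via Fluo-8 no-wash fluorescent dye | read-out = % inhibition | benchmarks = low control ATP plus DMSO, high control DMSO only | repeats = one well per compound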
OXTR potentiate: potentiates the human oxytocin receptor response; P30559; 320,000 compounds, 0.061% hits; activation, % at 3 µM; CHO-OTR cells, Fluo-8 calcium fluorescence, potentiator mode; 0% = oxytocin EC15, 100% = EC100;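 active = activation above that plate's cutoff, the mean activation of tested compounds plus 3 SD, cut at about 6.6% in these data, passing the limit was not always enough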;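 also: 100% uses oxytocin at 75 nM as the full agonist control; some results filed as inactive read as strong as hits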
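test system = CHO-OTR cells, human receptor | compound = single-point 3.0 µM | schedule = 6 min compound pre-incubation at room temperature, 100 s kinetic read | signal = Fluo-8 no-wash calcium dye fluorescence, excitation 470-495 nm, emission 515-575 nm | repeats = single well per compound, singlicate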
V1aR counter: activates human V1a receptor in oxytocin agonist counter-screen; P37288; CHO-V1R cells, Fluo-8 calcium fluorescence, agonist mode; 0% DMSO, 100% 3 nM vasopressin; activation, % at 3 µM; 320,000 compounds, 0.25% hits; AID 2797;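 active = activation above the mean activation of all tested compounds plus 3 SD, per screening run, cut at about 20% in these data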;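 also: signal is peak over basal fluorescence ratio across a 100 second FLIPR read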
Target sequence (P37288 whole entry, looked up): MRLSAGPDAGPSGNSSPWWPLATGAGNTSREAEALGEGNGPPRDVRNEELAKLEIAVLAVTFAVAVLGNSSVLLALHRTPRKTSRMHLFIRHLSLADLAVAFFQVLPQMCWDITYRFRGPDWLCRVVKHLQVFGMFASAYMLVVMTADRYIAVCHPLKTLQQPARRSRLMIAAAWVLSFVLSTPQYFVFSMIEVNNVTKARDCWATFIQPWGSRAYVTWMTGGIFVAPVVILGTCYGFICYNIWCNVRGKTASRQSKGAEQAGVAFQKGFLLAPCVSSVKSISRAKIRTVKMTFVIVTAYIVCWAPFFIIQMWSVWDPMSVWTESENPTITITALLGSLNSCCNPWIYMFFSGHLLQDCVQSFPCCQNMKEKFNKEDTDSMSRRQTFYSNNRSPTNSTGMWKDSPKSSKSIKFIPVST
Numbers without * were called inactive; / = not tested or not shown. Hits appear at their usual frequency. About 3.7% of those tested had a hit in this group.

SMILES	M1 PAM	M1 antag	M1 ag	TAAR1 ag	TAAR1 antag	OXTR ag	CHO parental Ca	OXTR potentiate	V1aR counter
COc1ccc(Nc2nnc(SC(C(=O)Nc3cc(C)ccc3C)c3ccccc3)s2)cc1 (stereo not given)	-9	1	-6	5	-15	-1.1	-21	-10	0.6
O=C(N/N=C/c1cc(Cl)cc([N+](=O)[O-])c1O)C1CC1	6	-12	-4	-1	-3	-0.1	-4	-3	-1.0
Cc1csc(NC(=O)[C@@H](NC(=O)c2ccccc2)C(C)C)n1	4	4	-3	1	-6	-0.9	-11	4	0.1
O=S(=O)(Nc1ccncc1Cl)c1cc(Cl)ccc1Cl	4	-1	3	1	2	3.8	10	-1	4.3
CCc1nnc(NS(=O)(=O)c2ccc(NCc3ccccc3O)cc2)s1	-3	7	-7	-2	1	1.0	11	2	-0.1
COc1ccc(NC(=O)CNC(=O)Cn2c(C)cc3ccccc3c2=O)c(OC)c1	7	5	-2	4	-21	-0.4	-15	4	-1.3
CCn1c(-c2nonc2NC(=O)c2ccccc2)nc2ccccc21	5	-8	-4	12	3	0.6	-15	-7	-0.1
CC1(C)C(=O)NC(=O)N1Cc1ccccc1	-3	12	-6	2	4	-0.1	-10	1	1.2
CCCC(=O)NC(c1ccc2c(c1)OCO2)c1cc(Cl)c2cccnc2c1O (stereo not given)	9	-13	-5	/	/	1.5	-5	0	2.3
CCCc1cc(=O)oc2c(C)c(OCC(=O)Nc3ccccn3)ccc12	20	-10	8	3	-19	2.2	-6	-9	1.0
COc1ccc(NC(=O)COc2ccc(N(C)S(=O)(=O)c3ccc(C)cc3)cc2)cc1	-2	7	-5	16	26	-0.4	-10	-9	3.1
CCC1CCc2sc(C(=O)N(C)CC(=O)Nc3ccc(N4CCOCC4)cc3)cc2C1 (stereo not given)	2	-1	-3	-2	-4	-1.5	-4	-9	-1.1
NC(=O)CC(NC(=O)Cc1cccc2ccccc12)c1ccc(NCc2ccccc2)c([N+](=O)[O-])c1 (stereo not given)	10	-8	-1	8	-7	-0.2	-2	-7	-0.6
CCCCN(CCCC)c1ccc(C(=O)c2ccccc2C(=O)O)c(O)c1	-12	5	37*	107*	92*	34*	94*	-12	16
CC(NCc1ccccc1Cl)C(=O)Nc1ccc(C#N)cc1 (stereo not given)	9	-13	-6	0	-10	-1.6	-16	-1	-1.6
O=C(O)c1cc2c(ccc3ccccc32)o1	1	-6	-3	16	-12	-0.1	-1	3	1.9
c1ccc(CSC2=NCCCN2)cc1	6	1	-2	20	2	-0.3	-1	-9	-0.3
CCN(CC(=O)N1CCOCC1)S(=O)(=O)c1ccc(C)cc1	6	-8	-3	3	0	-0.3	11	-2	1.2
Cc1nn(CC(=O)NCCc2ccccc2)c(C)c1[N+](=O)[O-]	-8	9	-6	32	-7	-1.9	3	0	-0.6
COc1ccc(NC(=O)CSc2nc3ccsc3c(=O)n2Cc2ccccn2)c(OC)c1	6	-3	-7	-1	-24	-0.5	-20	-20	-0.2
COc1ccccc1N1CCN(C(=O)c2cc(-c3cccs3)on2)CC1	3	-4	-6	16	-5	-1.4	-7	-5	0.0
CC(C)(C)OC(=O)N[C@@H](Cc1ccccc1)c1nnc(SCC(N)=O)o1	6	-12	-3	1	-7	-0.9	-12	-12	-2.1
COc1ccc(CC(=O)NCc2n[nH]c(=S)n2-c2cccc(Cl)c2)cc1	6	0	-3	5	-12	0.5	8	-7	-0.2
O=C(Nc1cccnc1Cl)c1cc2ccccc2o1	7	-9	-2	0	0	-1.0	-7	-3	-0.7
CCC(CC)C(=O)Nc1c2c(nn1-c1ccc(OC)cc1)CS(=O)(=O)C2	-1	7	-3	/	/	0.0	-11	-2	-0.8
CN(C)CCCN1C(=O)c2oc3ccccc3c(=O)c2C1c1cccs1 (stereo not given)	4	-9	-10	1	-2	-0.2	-1	-2	0.5
Cc1cc(C)[n+](-c2ccc(Oc3ccccc3)c(S(=O)(=O)[O-])c2)[nH]1	7	-15	-3	7	-37	0.1	-4	-10	-0.5
C=CCn1c(SCC(=O)Nc2ccccc2C)nnc1-c1ccncc1	2	-1	-2	0	-3	-0.8	-16	-6	0.5
CCN(CC)c1nc2ccccc2c(N)c1-c1ccccc1	-19	16	-4	4	-17	1.1	-28	-8	1.1
O=C(O)CCC(=O)Nc1ccc(C(=O)OC2CCCCC2)cc1	7	-18	1	9	-7	-0.7	8	-10	-0.5
CC(=O)N(CCOc1ccccc1)CCOc1ccccc1	3	-6	-4	4	13	-1.6	-7	-7	-0.6
O=C(CCc1ccccc1)Nc1nnc(-c2ccc3c(c2)CCCC3)o1	23	-11	8	-2	-10	-1.4	-7	-2	0.1
Cc1cc(=O)n2nc(N3CCCC(C(=O)N4CCc5ccccc54)C3)sc2n1 (stereo not given)	-23	97*	-6	/	/	-2.2	-9	-19	-2.0
N/C(=N\OC(=O)c1cccc2ccccc12)c1ccccn1	16	-15	-1	4	-5	-2.8	-53	2	0.2
O=C(COc1ncnc2ccccc12)NC1CCCC1	7	-2	6	-3	-9	0.1	-9	2	0.6
CC(=O)Nc1ccc(-c2ccnc3c2CC(C)(C(=O)NCCc2ccccc2)O3)cc1 (stereo not given)	5	-12	3	2	-26	/	/	/	/
COc1cc(NS(=O)(=O)c2c(C)[nH]c(C)c2C(=O)N2CCCCC2)cc(OC)c1OC	18	-5	1	3	-11	-0.2	-17	-3	0.6
O=C(CSc1nnc(NC(=O)c2ccco2)s1)Nc1ccccc1F	7	-7	-2	4	4	0.0	-15	-5	-0.5
CCOc1cc(NC(=S)NCCCN(C)C)c(OCC)cc1NC(=O)c1cccs1	-2	3	-10	11	-13	0.1	6	-4	0.6
COc1ccc(S(=O)(=O)N2CCC(NC(=O)C(Cc3cccc(OC)c3OC)NC(C)=O)CC2)cc1 (stereo not given)	-5	5	-9	3	3	-1.6	-13	-3	0.1
O=C(Nc1ccccc1F)c1ccc(Cn2cc(Cl)cn2)cc1	12	-5	-2	22	-6	1.0	-3	-6	3.5
CCCCCCCN1C=CC(=O)CC1	8	-4	-3	0	8	0.3	-6	-7	-0.1
CCN1C(=O)[C@H]2[C@H]3CN=C(SCc4ccc(C#N)cc4)N3[C@@](C)(C(=O)OC)[C@H]2C1=O	12	-18	-4	2	-7	/	-10	/	/
CCOCc1nc2nc(Cl)c(Cl)nc2[nH]1	4	-11	-2	8	-4	/	/	/	/
COc1cccc(OCCCCSc2ncccn2)c1	4	-7	0	-2	-14	-1.5	-21	-10	1.1
CN1CCN(S(=O)(=O)c2ccc(C#N)cc2)C(c2ccccc2)C1 (stereo not given)	7	0	-3	8	16	-1.2	-8	-7	-0.5
CCc1ccc(-c2cc3c(=O)n(CC(=O)NCCCN4CCC(Cc5ccccc5)CC4)nc(C)n3n2)cc1	-7	17	-4	1	-19	5.6	6	-6	3.9
CCc1nnc(NC(=O)c2cc(-c3ccccn3)nc3ccc(Br)cc23)s1	3	-6	-2	5	-28	-0.6	-16	-3	0.0
COc1cc(C(=O)NCC(=O)NCC(c2ccco2)N2CCCCC2)cc(OC)c1OC (stereo not given)	16	-14	-6	13	-1	0.3	-15	-5	0.1
CC(=O)N1CCOc2ccc(S(=O)(=O)Nc3ccc(Cl)cn3)cc21	-4	14	-2	0	-3	1.1	-11	-3	0.2
COc1ccc(N2CC(C(=O)Nc3cc(C(F)(F)F)ccc3N3CCCC3)CC2=O)c(OC)c1 (stereo not given)	-5	-3	-4	0	-29	-0.6	-18	0	-0.6
O=C(C1CCC1)N1CCc2cc(S(=O)(=O)N3CCN(c4ccccn4)CC3)ccc21	-6	-1	-7	/	/	-1.8	-10	-16	0.9
Cc1cccc(C(=O)OCC(=O)N(CC(C)C)c2c(N)n(Cc3ccccc3)c(=O)[nH]c2=O)c1O	6	-11	-4	3	-38	0.8	-4	-11	0.2
COc1cc(OC)cc(N2CCN(S(=O)(=O)c3ccc(-n4cnnn4)cc3)CC2)c1	2	-4	-2	1	4	-0.3	-6	-6	-0.4
CCCCN(C(=O)CCC(=O)Nc1cc(C)on1)C(C(=O)NC1CCCC1)c1ccccc1OCC (stereo not given)	4	-8	-7	1	2	-1.8	-21	-10	1.5
COc1cc(NC(=O)CN(C)S(=O)(=O)c2ccc(-c3ccc(=O)[nH]n3)s2)cc(OC)c1	4	-9	-5	1	-22	0.0	11	-5	-0.4
N/C(=N\OC(=O)c1ccc(F)cc1)c1nonc1N	4	-2	-7	1	-5	-0.3	4	-2	-0.3
COc1cccc(CC2(CO)CCCN(Cc3cc(F)ccc3-n3cccn3)C2)c1 (stereo not given)	1	-11	-14	6	-14	-1.2	-7	-3	0.4
CCCCN(C)S(=O)(=O)c1ccc(C(=O)N=c2sc3cc(NC(C)=O)ccc3n2C)cc1	4	-7	-4	-1	7	-0.2	0	-3	0.1
CCCCn1c2c(c(=N)c3c1CCC3)CCC2	0	-1	-4	17	3	0.4	-10	-13	0.1
Next part
SMILES	M1 PAM	M1 antag	M1 ag	TAAR1 ag	TAAR1 antag	OXTR ag	CHO parental Ca	OXTR potentiate	V1aR counter
Cc1ccc(N2CC(C(=O)Nc3ccc(S(=O)(=O)N4CCCC4)cc3)CC2=O)cc1C (stereo not given)	5	-9	-4	2	7	0.4	-19	-6	3.5
CN(C)S(=O)(=O)c1ccc(C(=O)NCC(=O)N/N=C/c2ccco2)cc1	1	-2	-3	5	-3	0.2	0	-2	0.3
CC(C)(C)c1ccc(/C=C/C(=O)N2CCOCC2)cc1	0	-3	-4	0	-6	-0.6	-2	-6	1.4
COC(=O)c1ccc(CN(Cc2ccc(C(=O)OC)o2)C(C)(C)C)o1	-6	2	-4	3	7	-0.7	-8	-5	-0.5
CCCCN(CC)CCNC(=O)c1cc2c(=O)n(C)c3ccccc3c2s1	0	1	-11	0	-19	3.1	-3	1	0.5

An excerpt from above in order of their number in TAAR1 antag, lowest first.
| mol | M1 PAM | M1 antag | M1 ag | TAAR1 antag | OXTR potentiate |
| --- | --- | --- | --- | --- | --- |
| CCN(CC)c1nc2ccccc2c(N)c1-c1ccccc1 | -19 | 16 | -4 | -17 | -8 |
| CCc1nnc(NS(=O)(=O)c2ccc(NCc3ccccc3O)cc2)s1 | -3 | 7 | -7 | 1 | 2 |
| CCCCN(C)S(=O)(=O)c1ccc(C(=O)N=c2sc3cc(NC(C)=O)ccc3n2C)cc1 | 4 | -7 | -4 | 7 | -3 |
| CN1CCN(S(=O)(=O)c2ccc(C#N)cc2)C(c2ccccc2)C1 (stereo not given) | 7 | 0 | -3 | 16 | -7 |
